FXIa inh 1536: human FXIa protease inhibitors, primary screen, biochemical, 1536-well; Coagulation factor XI (Homo sapiens), P03951; 220,000 compounds, 0.14% hits; purified FXIa, Boc-Glu-Ala-Arg-AMC fluorogenic substrate; inhibition, % at 5 µM;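 active = inhibition of at least 40%; inactive = inhibition below 40%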;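 also: fluorescence of freed AMC excited at 355 nm; 0% = enzyme without compound and 100% = no enzyme blank; many of its hits are not listed in these tables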
Target sequence (P03951 19-387 limits assumed): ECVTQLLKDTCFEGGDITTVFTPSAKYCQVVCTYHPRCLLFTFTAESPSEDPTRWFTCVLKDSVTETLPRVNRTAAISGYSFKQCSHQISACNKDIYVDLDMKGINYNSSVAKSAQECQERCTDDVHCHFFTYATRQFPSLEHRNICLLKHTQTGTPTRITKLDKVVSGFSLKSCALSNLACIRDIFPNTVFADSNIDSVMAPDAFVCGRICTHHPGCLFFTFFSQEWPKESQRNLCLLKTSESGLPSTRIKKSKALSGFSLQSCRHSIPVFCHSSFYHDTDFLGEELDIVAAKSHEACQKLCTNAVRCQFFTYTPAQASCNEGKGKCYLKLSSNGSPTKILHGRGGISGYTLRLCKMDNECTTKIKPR
Target sequence (P03951 388-625 limits assumed): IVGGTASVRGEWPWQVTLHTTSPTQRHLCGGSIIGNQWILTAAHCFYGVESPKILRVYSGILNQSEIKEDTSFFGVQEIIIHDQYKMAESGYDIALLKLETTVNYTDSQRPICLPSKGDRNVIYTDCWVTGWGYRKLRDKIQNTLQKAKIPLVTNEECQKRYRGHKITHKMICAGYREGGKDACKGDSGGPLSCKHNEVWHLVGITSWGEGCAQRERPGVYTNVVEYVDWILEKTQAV
PPC-1+TRAIL kill: compounds killing PPC-1 cancer cells with TRAIL present, primary screen, TRAIL potentiator project, ATPLite luminescence, uHTS; PPC-1 cells + TRAIL, ATPLite viability luminescence; cell killing (% activity), % at 4 µM; 220,000 compounds, 0.41% hits; AID 1443, 2008;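 active = cell killing above 50% in the first pass at 4 µM, then a duplicate retest at 5 µM averaging 50% or more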;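 also: plate controls were cells with TRAIL plus DMSO for no effect and medium-only wells lacking cells for full effect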
TNF death inh: inhibitors of TNF-alpha triggered necroptosis, primary screen, cell-based, Jurkat FADD-/-, single concentration. Jurkat FADD-/- TNF necroptosis rescue, ATP luminescence, 24 h; 0 = TNF only, 100 = no-TNF cells. activation (protection from cell death), % at 10 µM. 220,000 compounds, 0.068% hits. AID 463075, 2010;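 active = activation, meaning protection from cell death, of at least 50% relative to plate controls; inactive = activation below 50%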;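 also: necroptosis triggered by 40 ng/mL TNF-alpha added together with compound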
FXIIa inh: human FXIIa protease inhibitors, primary screen, biochemical, 1536-well; Coagulation factor XII (Homo sapiens), P00748; purified FXIIa, Boc-QGR-AMC fluorogenic substrate, 2 h; inhibition, % at 5 µM; 220,000 compounds, 0.3% hits; AID 800, 2007; in the data active = inhibition above about 40%;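 also: 0% = enzyme with no compound and 100% = blank without enzyme; many of its hits are not listed in these tables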
Wee1 stabilizer: Wee1 degradation inhibitors, primary screen, cell-based, HeLa, Wee1K328M-luciferase, luminescence | AID 1321, 2008 | reporter increase, % at 5 µM | HeLa Luc-Wee1K328M stability; 100% = proteasome inhibitor MG132 effect | 220,000 compounds, 1.2% hits;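 active = activation above the mean of all tested compounds plus 3 SD, set per screening run, cut at about 8.8% in these data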;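 also: cells exposed to compound for 20 h before luminescence read; 0% = DMSO alone and 100% = MG132 at 30 µM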
CHOP inhibitor: inhibitors of CHOP promoter induction, primary screen, cell-based, unfolded protein response, luciferase reporter | CHO-K1 CHOP-promoter luciferase, tunicamycin-induced, 15-18 h | inhibition, % at 10 µM | 220,000 compounds, 3.8% hits | AID 2732, 2010;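 active = compounds that reduced the stress-induced luciferase reporter signal by more than about 70% of percent inhibition, limit read from the data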;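 also: 0% = tunicamycin plus vehicle and 100% = wells without tunicamycin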
EP2 antag: human EP2 receptor antagonists, primary screen, TR-FRET cAMP, C6 glioma cells; inhibition, % at 25 µM; C6 glioma cells expressing human EP2; cells stimulated with saturating PGE2; Prostaglandin E2 receptor EP2 subtype (Homo sapiens), P43116; AID 1422, 2008; 260,000 compounds, 0.52% hits;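 active = percent inhibition above 40 after rounding to a whole number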;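 also: rat C6 glioma host cells with rolipram phosphodiesterase inhibitor present; the protocol text gives 20 µM as final concentration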
Target sequence (P43116 whole entry, looked up): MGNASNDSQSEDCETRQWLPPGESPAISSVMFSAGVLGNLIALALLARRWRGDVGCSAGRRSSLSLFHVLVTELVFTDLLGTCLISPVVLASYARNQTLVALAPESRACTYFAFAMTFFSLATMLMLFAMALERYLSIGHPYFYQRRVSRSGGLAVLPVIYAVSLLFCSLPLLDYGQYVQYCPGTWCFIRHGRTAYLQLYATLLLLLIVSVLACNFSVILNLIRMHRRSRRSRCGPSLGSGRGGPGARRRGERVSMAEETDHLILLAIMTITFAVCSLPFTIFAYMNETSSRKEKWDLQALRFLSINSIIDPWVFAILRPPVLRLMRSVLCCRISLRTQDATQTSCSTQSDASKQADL
zVAD death inh: inhibitors of zVAD-triggered necroptosis, primary screen, L929 cells; L929 zVAD necroptosis rescue, ATP luminescence, 24 h; with zVAD 60 µM; viability rescue, % at 10 µM; 220,000 compounds, 0.38% hits; AID 1377, 2008;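 active = activation, scaled between plate controls, above about 75%, limit read from the data; inactive = activation under that limit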;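 also: 0% = zVAD with DMSO and 100% = DMSO alone without zVAD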
Tb hexokinase: Trypanosoma brucei hexokinase 1 inhibitors, primary screen, biochemical, G6PDH-coupled NADH absorbance, MLSCN library. 220,000 compounds, 0.11% hits. hexokinase 1 [Trypanosoma brucei]. AID 1430, 2008. inhibition, % at 10 µM. recombinant TbHK1, G6PDH-coupled NADH A340;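 active = inhibition of 50% or more in the single-dose primary screen; inactive = inhibition below 50%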
* hit, by the source's call; · = not tested or not shown. Only part of the results is shown; count on the stated rates, not on these rows.

no.	compound	zVAD death inh	Tb hexokinase	FXIa inh 1536	Wee1 stabilizer	TNF death inh	PPC-1+TRAIL kill	CHOP inhibitor	EP2 antag	FXIIa inh
1	O=C1C2C3C=CC(CNS(=O)(=O)c4ccccc4)(O3)C2C(=O)N1c1ccc(Cl)cc1 (stereo unspecified)	-0.4	-2.6	0.3	4.8	1.7	17.9	35.1	1.9	5.4
2	O=C(NNC1=Nc2cccc3cccc1c23)c1ccccc1Br	15.3	-7.1	-10.5	0.4	-1.8	11.5	89.9*	13.4	-2.2
3	CNC(=O)c1c(N)sc2c1CCCCC2	4.9	-7.2	2.7	-0.5	-0.5	6.5	-17.4	16.3	9.6
4	CNCc1ccc(OCc2ccccc2)c(OC)c1	1.1	-0.8	-8.7	2.6	1.2	18.7	30.4	5.0	8.9
5	Cc1ccc(OCC(=O)N/N=C/c2cccn2C)cc1C	-0.4	-20.4	0.6	0.2	-1.5	7.5	1.7	7.4	5.2
6	CCOC(=O)c1ccc(-c2nnc(-c3ccc(Cl)cc3Cl)o2)cc1	2.6	-2.0	-8.4	1.1	0.8	-18.8	29.7	6.6	2.6
7	CC(C)CCNC(=O)CO/N=C/c1ccccc1OC(F)F	1.0	-0.9	-3.8	2.6	1.5	5.0	11.2	7.5	4.3
8	Cc1cc(=O)c2cc(Cl)ccc2[nH]1	-0.2	-2.9	0.9	1.9	-0.2	16.6	0.0	·	11.0
9	Cc1cc(C)nc(N2C(=O)CC(C(C)c3ccccc3)C2=O)n1 (stereo unspecified)	-1.0	-0.6	3.0	-0.4	-2.4	-12.3	-0.2	13.1	13.1
10	CCN(c1ccccc1)S(=O)(=O)c1ccc(NC(=O)C(C)(C)C)cc1	-0.1	-2.5	-6.0	0.3	3.6	3.3	53.5	1.5	8.0
11	COC(=O)c1c(NC(=O)c2cnccn2)sc2c1CCC2	-0.8	-8.1	5.2	1.1	-1.1	27.1	-23.1	·	19.9
12	CCO[C@H]1OC(C(=O)NCc2nc3ccccc3[nH]2)=C[C@@H](C)[C@@H]1CCCO	-0.1	-14.2	0.1	1.3	2.2	-1.8	16.7	10.8	4.5
13	CCCN(CCC)c1nc(C#N)nc(N(CCC)CCC)n1	-1.1	8.0	-3.4	2.5	0.4	5.7	11.8	13.7	6.3
14	O=C(NCCNc1ccc2ccccc2c1)c1cccn2c(=O)c3sccc3nc12	-0.1	-15.9	-4.0	-2.5	-5.9	24.3	22.0	0.0	4.4
15	C=CCn1c2ccccc2c2nnc(SCN3C(=O)c4ccccc4C3=O)nc21	0.1	-2.9	4.4	1.6	-6.4	21.1	25.5	6.1	18.9
16	Cc1cccc(N2CCN(c3cc(C)nc4nnnn34)CC2C)c1 (stereo unspecified)	0.4	2.0	-5.1	-0.6	0.0	20.3	16.8	·	2.2
17	CCOc1ccccc1N(CC(=O)NCC1CCCO1)C(=O)CNS(=O)(=O)c1ccccc1 (stereo unspecified)	1.5	-1.7	-4.0	-1.4	0.8	-2.1	1.8	3.3	3.6
18	COc1ccc(/C=C/C(=O)c2cc(F)ccc2OC(=O)c2ccccc2C)cc1OC	-1.3	-18.5	-0.3	4.2	-9.6	21.9	-32.2	0.5	-2.1
19	CC1CCN(CC(=O)NC(=O)NCc2ccccc2)CC1	0.7	4.3	4.5	1.0	4.0	3.6	14.3	8.7	0.1
20	O=C(CSc1ccc(-c2cccs2)nn1)Nc1ccccc1F	1.4	-3.8	-0.1	-4.0	1.3	19.3	0.0	6.4	10.3
21	COc1ccc(NC(=O)Cn2nnc3ccccc32)c([N+](=O)[O-])c1	1.4	-0.8	0.3	-0.8	-0.7	12.4	23.4	4.0	3.3
22	CCOC(=O)c1c(/N=C/C2C(=O)CC(C)(C)CC2=O)sc(C)c1C	2.1	0.9	-9.9	12.6*	0.5	14.1	44.7	5.9	-3.1
23	COc1cc2c(cc1O)CCN(C(=O)c1ccco1)C2C (stereo unspecified)	-0.2	-4.2	-0.4	-2.2	0.8	7.9	30.5	3.9	13.6
24	CCc1cc(C(=O)N2CCCC(CNC(=O)c3ccc(-c4ccccc4)cc3)C2)no1 (stereo unspecified)	0.2	-11.8	-1.4	0.8	-0.5	15.7	17.7	8.6	5.3
25	COC(=O)c1ccccc1NC(=O)Cn1ccnc1	-0.2	5.5	5.0	-0.6	-1.7	17.4	27.8	7.7	16.6
26	O=C(O)c1cccc(COc2ccc(CO)cc2Cl)c1	·	·	1.6	·	·	32.4	97.4*	3.5	18.5
27	O=C(Nc1ccccc1)C1CCCN1C(=O)Nc1ccccc1[N+](=O)[O-] (stereo unspecified)	73.6	-5.1	-4.2	-1.6	0.5	2.6	20.8	2.9	3.9
28	CCN(c1cccc(C)c1)c1nc2ccsc2c(=O)s1	0.8	-11.5	15.1	-0.5	-0.9	4.1	73.4*	5.5	28.9
29	N#C/C(=N/Nc1ccc([N+](=O)[O-])cc1)C(=N)N1CCCCC1	-0.5	-1.5	1.2	4.3	0.9	·	2.6	3.9	6.3
30	O=C(NC(CSCc1ccccc1)C(=O)N/N=C/c1ccc(O)cc1O)c1ccc([N+](=O)[O-])cc1 (stereo unspecified)	55.8	-30.8	5.9	-1.5	-16.0	44.8	69.2	8.4	10.4
31	Cc1ccn2cc(CSc3ccccc3)nc2c1	-0.3	-6.2	4.0	1.1	3.1	8.1	-15.6	5.9	3.5
32	NNC(=O)c1csc(Cc2c(Cl)sc3ccc(Cl)cc23)n1	-0.6	-0.7	8.9	-1.9	-0.5	10.1	34.0	6.6	13.2
33	CCC12OC(=N)C(C#N)(C1C)C(C#N)(C#N)C(c1ccccc1)O2 (stereo unspecified)	0.5	-8.1	-4.9	0.7	2.7	-0.9	-52.1	3.2	-12.8
34	CCN(CC)S(=O)(=O)c1ccc(NC(=O)COC(=O)c2ccc(Br)o2)cc1	-0.1	-1.2	3.0	0.8	-2.6	0.0	11.3	17.3	17.4
35	N#Cc1ccccc1Sc1ccccc1C(=O)OCC(N)=O	0.1	-14.4	-2.8	1.6	-2.1	-14.9	9.7	1.1	5.6
36	Cc1cccc(CCN(Cc2cc3cccc(C)c3[nH]c2=O)C(=O)N2CCOCC2)c1	-0.1	-1.7	2.3	-0.1	-0.3	10.3	5.1	8.5	12.7
37	CCc1ccc(CCC(=O)Nc2ccc(OC)cc2)o1	-0.8	2.3	3.6	0.2	-0.6	-6.6	5.3	21.6	9.3
38	Nc1nonc1OCCc1ccccc1	0.1	-2.4	6.6	0.0	0.4	-9.2	34.4	13.3	6.1
39	O=C(CC1SC2=NCCN2C1=O)Nc1ccc(Cl)cc1 (stereo unspecified)	-0.6	2.3	-13.0	3.2	1.2	35.4	2.4	8.2	18.4
40	CC(C)(C)NC(=O)CSc1ccc(C(C)(C)C)cc1	0.4	3.3	4.0	-0.8	-0.1	21.9	-9.2	9.2	6.4
41	Clc1ccccc1-c1nn2c(Cn3cnc4ccccc43)nnc2s1	0.1	1.4	-1.1	-0.5	-0.9	-6.5	6.8	·	6.2
42	O=C(NCc1ccccc1)c1ccc(S(=O)(=O)Nc2cccc(C(F)(F)F)c2)cc1	0.6	-5.8	-1.2	-0.4	6.1	2.5	26.6	10.3	2.4
43	CC(C)CCn1nnnc1C(c1ccc(N(C)C)cc1)N1CCN(C(=O)c2ccco2)CC1 (stereo unspecified)	-0.6	28.3	1.7	0.3	2.1	5.2	16.9	20.1	22.4
44	C=C1c2cc(C)c(C)cc2NC(=O)N1c1ccccc1	0.3	-8.5	2.6	0.9	-1.9	-0.7	1.1	6.0	4.8
45	Cc1ccc(S(=O)(=O)N(CC(=O)NCCC2=CCCCC2)Cc2ccccc2F)cc1	-0.4	0.7	-7.4	-2.3	-0.3	12.7	26.7	9.9	0.9
46	N#Cc1cccc(-n2nnnc2-c2ccc3c(c2)OCO3)c1	-0.3	0.1	0.8	-1.0	-2.1	6.9	-8.0	6.4	6.7
47	O=C(Nc1ccc(Oc2ccccc2)cc1)C1CCCO1 (stereo unspecified)	0.8	7.1	-5.8	-1.1	-0.3	0.8	17.2	-2.4	-3.6
48	O=C(COC(=O)c1ccc(NS(=O)(=O)c2ccc(Br)s2)cc1)NC1CCCC1	24.3	0.3	4.0	-0.5	3.8	-11.8	23.3	5.4	11.0
49	COc1cc(-c2nnc3sc(C4CCCCC4)nn23)cc(OC)c1OC	-0.2	0.8	-5.3	-2.3	-8.5	23.7	24.0	2.1	-1.1
50	O=C(CCc1ccccc1)Nc1ccc(S(=O)(=O)N2CCOCC2)cc1	1.8	-6.6	-3.4	0.9	3.9	6.3	2.4	5.2	5.0
51	O=C1CSC(=S)N1CC1CCCO1 (stereo unspecified)	-0.8	-5.2	-0.8	-1.0	-11.6	9.4	39.5	8.0	6.3
52	C[n+]1cccc(C(=O)NNC(=O)C23CC4CC(CC(C4)C2)C3)c1	3.6	-5.1	2.0	-2.9	0.9	9.5	8.9	8.2	10.7
53	CCCOCn1cc(F)c(=O)[nH]c1=O	1.3	-2.0	-6.2	0.3	1.5	1.2	-0.1	-2.0	1.4
54	CCCNC(=O)COC(=O)c1[nH]c(C)c(C(=O)OCC)c1C	1.3	2.1	1.4	-0.1	1.4	8.5	-10.8	9.4	19.2
55	O=C(NNS(=O)(=O)c1ccc(F)cc1)C1CC(c2cccnc2)=NO1 (stereo unspecified)	2.4	-0.6	-3.1	0.0	0.5	25.0	15.9	5.6	4.5
56	O=C1c2ccccc2C(=O)N1CCCCN(C(=O)c1ccc(Cl)s1)c1ccc(Cl)cc1	-0.6	0.7	-3.9	0.0	1.1	16.3	-9.2	4.9	6.8
57	O=C(c1cc2sccc2n1Cc1ccc(F)cc1)N1CCc2ccccc21	0.8	1.2	2.2	-0.7	-1.6	24.9	3.1	7.7	1.5
58	CN(C)c1ccc(/C=N/NC(=O)CN(c2cccc(Cl)c2)S(C)(=O)=O)cc1Br	0.2	-10.7	3.1	5.2	-1.5	-12.0	56.3	20.9	12.7
59	O=C1NC(NS(=O)(=O)c2ccc(Cl)cc2)(C(F)(F)F)C(=O)N1CCc1ccccc1 (stereo unspecified)	1.0	-8.9	2.5	0.6	0.5	-6.1	0.8	7.4	3.4
60	CC(C)CC1NC(=O)N(CC(=O)Nc2ccc3c(c2)CCC3)C1=O (stereo unspecified)	23.4	0.9	-7.3	-3.3	-0.5	6.3	-17.4	6.0	4.8
61	CSc1ccccc1C(=O)C1CCCN(Cc2c(C)n(C)n(-c3ccccc3)c2=O)C1 (stereo unspecified)	-0.9	0.2	-3.2	4.5	0.4	-1.3	8.7	2.8	4.0
62	Cc1ccc(SC[C@H](CC(C)C)N2CCN(CCc3ccccc3)CCC2=O)cc1	0.6	-4.9	2.8	·	-0.5	0.0	36.4	13.2	8.4
63	Cc1ccc(-n2nc(C(=O)O)c3ccccc3c2=O)cc1C	1.0	-9.1	1.9	1.1	-2.3	10.5	0.5	14.9	9.1

Assay outcomes as filed in PubChem.
